Screens: PubChem BioAssay, National Center for Advancing Translational Sciences (NCATS)
MCF10A rereplic – DNA re-replication induction in MCF 10a cells; MCF 10A DNA re-replication, Hoechst nuclear intensity, 48 h; Potency, µM (doses to about 46.1 µM), for the others: at the highest dose activity, positive = re-replication, actives largely listed as activators; hit rate 2.9% among 350,000; AID 624296; also: potency is read from the fitted curve at half-maximal effect; % of control where 0% means no effect; nearly all actives have a fitted effect of over 50% in size
KB-V1 MDR tox – kills drug-selected multidrug resistant KB-V1 cells; AID 1347076; hit rate 3.4% among 400,000; KB-V1 MDR cells viability, CellTiter-Glo, 72 h; Potency, µM (series often up to 46.1 µM), for inactives: at the top dose activity change, negative = cytotoxicity, most hits filed as cytotoxic; also: potency is read from the fitted curve at half-maximal effect; % is scaled to controls: 0 for no effect and ±100 for the full control effect; nearly all actives have a fitted effect of over 60% in size
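Potencies derive from concentration-effect curves fitted to normalized luminescence (CellTiter-Glo) of KB-V1 cells treated for 72 h at 37 degrees C in phenol-red-free DMEM containing 10% FBS.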
HT1080NT lethal – kills 2HG-producing HT-1080-NT fibrosarcoma cells; Potency, µM (highest dose often 46.1 µM), for the others: at the highest dose activity, negative = less viability, actives largely listed as cytotoxic; AID 686970; hit rate 1.6% among 360,000; HT-1080-NT fibrosarcoma viability, CellTiter-Glo ATP luminescence, 48 h;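 also: NT is the 2HG producing partner of a matched IDH1 knockdown line; potency is read from the fitted curve at half-maximal effect; 0% = DMSO-treated cells and -100% = media-only wells without cells; nearly all actives have a fitted effect of over 55% in size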
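Fibrosarcoma NT cells, 750 per well in 5% FBS RPMI, were exposed to compound for 48 hours. Viability: CellTiter-Glo luminescence.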
SW480 rerep – induces DNA re-replication in SW480 colon adenocarcinoma cells; SW480 DNA re-replication, Hoechst DNA content imaging, 48 h; Potency, µM (doses to about 46.1 µM), without a hit: at the top dose re-replication activation, most hits filed as activators; hit rate 1.8% among 340,000; AID 624297; also: potency is read from the fitted curve at half-maximal effect; % of control where 0% means no effect; nearly all actives have a fitted effect of over 55% in size
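Compounds, transferred as 23 nL by pin tool, were incubated with cells for 48 hr; DNA content per nucleus was then quantified by Hoechst staining and fluorescence plate imaging.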
ATXN2 expr inh – ATXN2 expression inhibition | Potency, µM (titrated, usually from 57 µM), for the others: top-dose activity change, negative = inhibition, most hits filed as inhibitors | HEK-293 ATXN2-luciferase reporter, luminescence, 24 h | AID 1745845 | hit rate 0.72% among 360,000; also: potency is read from the fitted curve at half-maximal effect; % is scaled to controls: 0 for no effect and ±100 for the full control effect; nearly all actives have a fitted effect of over 55% in size
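qHTS (up to 57 uM final) was run with 24 h compound exposure of reporter cells at 37 °C. Each well was multiplexed: SteadyGlo luminescence measured ATXN2-luciferase expression after a fluorogenic Gly-Phe-AFC viability readout (25 uM final).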
IL-1B inflam inh – blocks inflammasome-driven IL-1 beta release; THP-1 LPS/ATP IL-1B secretion, AlphaLISA, 16 h; hits give low values; activity change, % at 57.5 µM; hit rate 4.7% among 360,000; in the data active = activity change below about -50%; inconclusive = mostly about -30% to -49%; also: % is scaled to controls: 0 for no effect and ±100 for the full control effect
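Secreted IL-1B measured by AlphaLISA bead assay after 16 h compound exposure of THP-1 cells; compounds (final up to 57.5 uM) added 1 h before LPS (250 ng/mL) and ATP (1.25 mM) stimulation; lower signal means less secretion.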
HT1080 IDH1KD tx – toxicity to HT-1080 IDH1 knockdown cells (counter line). HT-1080 IDH1 knockdown viability, ATP luminescence, 48 h. Potency, µM (doses to about 46.1 µM), for the others: at the top dose activity, negative = toxicity, hits mostly cytotoxic. hit rate 2% among 360,000. AID 686971;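 also: potency is read from the fitted curve at half-maximal effect; 0% = DMSO wells and -100% = cell-free medium wells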
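IDH1KD HT-1080 cells, 750/well, RPMI + 5% FBS; compound pinned after 2 h settling; 48 h, 37 °C; CellTiter-Glo luminescence; % activity normalised to DMSO and no-cell wells; curves fitted, classed by r2 and efficacy.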
S2 tox – reduces viability in counter-screen for ATXN expression inhibitors. AID 651635. S2 cells (HEK-293 line with an ATXN2-luciferase reporter) viability, CellTiter-Fluor protease fluorescence, 24 h. hit rate 0.49% among 400,000. Potency, µM (highest dose often 56.7 µM), most hits filed as cytotoxic; also: potency is read from the fitted curve at half-maximal effect; nearly all actives have a fitted effect of over 40% in size
KB-3-1 cytotox – kills parental KB-3-1 adenocarcinoma cells; KB-3-1 viability, CellTiter-Glo ATP luminescence, 72 h; Potency, µM (top dose mostly 46.1 µM), inactives show at the highest dose activity change, negative = cytotoxic, actives largely listed as cytotoxic; hit rate 1.4% among 400,000; AID 1347075; also: potency is read from the fitted curve at half-maximal effect; % is scaled to controls: 0 for no effect and ±100 for the full control effect; nearly all actives have a fitted effect of over 60% in size
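Using CellTiter-Glo luminescence, growth of non-resistant KB-3-1 adenocarcinoma cells is assessed 72 h after pin-tool compound addition at 37 °C. Normalized responses across the concentration series yield fitted curves.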
* = called active by the depositor; i = inactive; ? = inconclusive; . = not tested or not shown; [ ] = another dose, or the depositor's remark. Unless noted, calls follow the shape of the dose curve; as a rule, active = well fitted curve in the direction sought with a large enough effect; inconclusive = small, poorly fitted or top-dose-only effect, or another doubt; inactive = no such curve, though single readings can be large; an effect the other way counts as inactive or inconclusive.

SMILES	MCF10A rereplic	KB-V1 MDR tox	HT1080NT lethal	SW480 rerep	ATXN2 expr inh	IL-1B inflam inh	HT1080 IDH1KD tx	S2 tox	KB-3-1 cytotox
Cc1cccc(-c2cc(NC(=O)C(C)(C)C)n(-c3ccccc3)n2)c1	.	6%	.	.	30%[activator]	.	.	i	9%
COc1cccc(CNC(=O)c2cccnc2Sc2ccc(C)cc2C)c1	6%	-20%	4%	-1%	6%	-22	-2%	i	21%
CS(=O)(=O)c1ccccc1-c1nnc(NC(=O)c2ccc3ncsc3c2)o1	-7%	-3%	-3%	?	6%	8	-13%	i	-3%
Cc1cccc(NC(=O)c2cccnc2)c1C	0%	0%	21%	-9%	0%	-17	17%	i	5%
COc1cccc(CN(C)C[C@H]2OCc3cnnn3CCCC(=O)N([C@@H](C)CO)C[C@@H]2C)c1	.	0%	8%	.	9%	19	13%	i	6%
COc1cccc(NC(=O)N2CCC(CN3CCOCC3)CC2)c1	.	11%	.	.	-4%	.	.	i	-8%
CN(C)c1ccc(C(=O)Nc2nnc(-c3ccc(Cl)cc3)o2)cc1	?	0%	16%	-1%	?	31	5%	?	?
Cc1ccc(S(=O)(=O)Cn2nnnc2C(c2ccccc2)N2CCN(c3ncccn3)CC2)cc1 (centres undefined)	1%	-6%	-1%	0%	-1%	-4	2%	i	-11%
O=C(Nc1cccc(C(=O)O)c1)/C(=C\c1ccc(F)cc1)NC(=O)c1ccco1	3%	3%	8%	-1%	3%	6	15%	i	10%
CN(CCc1cn[nH]c1)Cc1nc(Cc2ccccc2F)no1	-3%	0%	9%	-6%	7%	-3	6%	i	-16%
Nc1c(S(=O)(=O)c2cccs2)c2nc3ccccc3nc2n1Cc1ccccc1	578%[0.0737 µM]	-2%	-12%	1%	-1%	-21	-25%	i	-2%
COc1ccccc1-c1cnc(C(O)c2cc(Cl)cc(Cl)c2)[nH]1 (centres undefined)	.	-19%	2%	.	-7%	-5	?	i	0%
CCN(CC)C(=O)Cn1cc(C(=O)C(=O)NCc2ccccn2)c2ccccc21	1%	-4%	-1%	?	11%	-13	-2%	i	1%
CCc1ccc(N(CC)C(=O)Cn2c(=O)oc3ccccc32)cc1	.	3%	.	.	-5%	.	.	i	1%
Cc1cc(O)c(-c2ccnc3cc(-c4ccccc4)nn23)cc1Cl	.	-5%	.	.	-1%	.	.	i	0%
Cc1ccc(NC(=O)Cn2c(=O)n(Cc3nc(-c4ccccc4)no3)c(=O)c3cc4c(cc32)OCO4)c(C)c1	.	0%	.	.	-11%	.	.	i	-10%
CC1CCN(c2ccc3nnc(CCC(=O)NCC(C)c4ccccc4)n3n2)CC1 (centres undefined)	5%	-2%	-3%	-14%	.	-9	-4%	i	1%
O=S(=O)(NCCc1cn2ccccc2n1)c1ccc2c(c1)CCCC2	-2%	-10%	11%	1%	-3%	-3	4%	i	-9%
COc1ccc(OC)c(CCNC(=O)C2CCN(c3nnc(-n4cccc4)s3)CC2)c1	4%	-15%	-11%	-1%	-20%	-19	-4%	i	-8%
CCOC(=O)[C@]12CCCC=C1N(Cc1ccc(Cl)cc1Cl)C(=O)[C@H](CC(=O)N1CCSCC1)C2	.	17%	19%	.	7%	3	5%	i	12%

2 compounds drawn at random from those above, as already listed:
SMILES	MCF10A rereplic	KB-V1 MDR tox	HT1080NT lethal	SW480 rerep	ATXN2 expr inh	IL-1B inflam inh	HT1080 IDH1KD tx	S2 tox	KB-3-1 cytotox
CN(C)c1ccc(C(=O)Nc2nnc(-c3ccc(Cl)cc3)o2)cc1	?	0%	16%	-1%	?	31	5%	?	?
Cc1ccc(NC(=O)Cn2c(=O)n(Cc3nc(-c4ccccc4)no3)c(=O)c3cc4c(cc32)OCO4)c(C)c1	.	0%	.	.	-11%	.	.	i	-10%

Next section.
SMILES	MCF10A rereplic	KB-V1 MDR tox	HT1080NT lethal	SW480 rerep	ATXN2 expr inh	IL-1B inflam inh	HT1080 IDH1KD tx	S2 tox	KB-3-1 cytotox
Cc1ccccc1NS(=O)(=O)c1ccc(C(=O)N2CC(C)OC(C)C2)cc1 (centres undefined)	1%	?	1%	9%	-8%	1	0%	i	0%
O=C(Nc1ccc2c(c1)oc1ccccc12)c1ccncc1	10%	-1%	18%	-9%	.	-6	2%	.	-6%
Cc1nc(N)c(C#N)c(-c2cccnc2)c1-c1ccccc1	26%	-3%	-1%	-6%	7%	9	-8%	i	11%
COCCCNC(=O)C[C@H]1C[C@H](C(=O)N2CCCCC2)[C@@]2(CCc3ccccc3)c3[nH]c4cc(-c5ccco5)ccc4c3CCN2C1=O	-16%	0%	-22%	?	-19%	?	?	?	0%
COc1ccc(Cl)cc1NC(=O)Cn1ncc2c3ccccc3n(Cc3ccccc3)c2c1=O	.	-14%	.	.	2%	.	.	i	-4%
Cc1ccc(C(=O)OCC(=O)c2c[nH]c3ccccc23)cc1S(=O)(=O)N1CCCCC1	?	?	-20%	-6%	-9%	19	-1%	?	0%
O=C1CCN1C1(C(=O)NC2CCCCC2)CCCC1	2%	30%	11%	-2%	3%	-15	16%	i	13%
Nc1cccc2c1C(=O)N(C(=O)c1ccco1)C2=O	8%	14%	?	15%	-19%	2	11%	.	?
CCOC(=O)C1CCCN(c2c(N3CCN(C)CC3)c(=O)c2=O)C1 (centres undefined)	19%	?	22%	-18%	-6%	-6	1%	i	4%
CCN(Cc1ccc(Br)s1)C(=O)CSc1nnc(C2CC2)n1C1CC1	.	?	0%	.	.	-14	-8%	i	0%
Cn1c(=O)c2c(ncn2CCNC2=NCCCCC2)n(C)c1=O	2%	5%	18%	4%	-5%	4	7%	i	-5%
CC(=O)c1ccccc1NC(=O)COC(=O)/C(=C/c1ccccc1)n1nnnc1C	?	-20%	-13%	?	-2%	i	-2%	i	-19%
Oc1ccc(Br)cc1/C=N/NC(=S)NCCc1ccccc1	?	-18%	?	?	?	-75*	?	i	?
CC(C)CN(CCCNC(=O)CN1N=C(c2ccc(Cl)cc2)CCC1=O)CC(C)C	24%	-17%	1%	-11%	?	0	-1%	i	-3%
COC(=O)c1sccc1NC(=O)c1ccc(C)s1	7%	1%	0%	11%	6%	8	0%	i	0%
Cc1cc(/C=C(\C#N)C(=O)NC2CC2)c(C)[nH]1	-5%	0%	4%	1%	50%	-7	6%	i	10%
Fc1ccc(Oc2cc(N3CCOCC3)nc(-c3ccccc3)n2)c(F)c1	11%	-3%	12%	6%	-8%	-13	2%	i	-3%
Cc1cc(C)cc(Nc2ncnc3sc4c(c23)CCCC4)c1	.	?	.	.	5%	.	.	i	-6%
Cc1cccc(NC(=O)c2cccnc2Oc2ccccc2)c1C(=O)O	1%	9%	-2%	-12%	3%	7	5%	i	5%
COc1ccccc1CNC(=O)CC(C)C	-1%	-2%	16%	0%	1%	7	23%	i	12%
CCCCc1ccc(NC(=O)CSc2nc(=O)n(CCN(C)C)c3c2CCC3)cc1	?	-19%	21µM*	?	-12%	-72*	15µM*	?	?
COc1cccc(NC(=O)C2C3C=CC4(O3)C2C(=O)N(CCN2CCCCC2)C4C(=O)NC2CCCCC2C)c1 (centres undefined)	1%	-4%	-7%	5%	-26%	-20	-7%	i	-1%
CCc1ccc(NC(=O)Cn2c(=O)n(CCc3ccccc3)c(=O)c3sc4ccccc4c32)cc1	.	-34%	.	.	7%	.	.	i	-1%
CN1C(=O)c2ccc(C(=O)Nc3ccc(Br)cn3)cc2C1=O	-1%	19%	8%	-9%	12%	0	6%	i	11%
CCS(=O)(=O)N1CCc2cc(C(=O)NCCc3ccccc3)ccc21	.	5%	.	.	25%	.	.	i	-3%
O=C(O)Cc1ccc(NC(=O)Nc2ccc(Br)cc2)cc1	16%	15%	8%	-131%[inhibitor]	6%	-5	3%	i	5%
COc1ccc(C(=O)N2CCC(n3nccc3NC(=O)C3CC3)CC2)cc1F	-4%	10%	0%	-11%	3%	18	18%	i	-1%
O=C(Cn1c(=O)n(-c2ccccc2)c(=O)c2ccc(C(=O)NCc3ccc4c(c3)OCO4)cc21)Nc1ccc(F)c(Cl)c1	.	46%	.	.	9%	.	.	i	17%
COc1ccc(C2C(C#N)=C(C)NC3=C2C(=O)CC(C)(C)C3)cc1 (centres undefined)	2%	0%	4%	-4%	-6%	4	8%	i	-9%
Cc1c(C(=O)OCC(=O)NC2CC2)oc2ccc(Br)cc12	4%	25%	-1%	-37%[inhibitor]	-5%	55	5%	i	-2%
COC(C[C@H]1O[C@@H]1[C@@H](O)[C@H](C)OCc1ccccc1)OC	2%	-9%	5%	3%[9.22 µM]	3%	8	6%	i	1%
Cc1ccc(-c2nc(CSCC(=O)N3CCCC3)c(C)o2)cc1	12%	?	-2%	-15%	.	9	-12%	.	-5%
CCC(c1nnnn1Cc1ccc(OC)cc1)N1CCN(C(=O)c2ccco2)CC1 (centres undefined)	-6%	?	-1%	-2%	-2%	-3	4%	i	-2%
COc1cccc(OC)c1NC(=O)C1CCCN1C(=O)NCc1ccccc1 (centres undefined)	-2%	5%	11%	-13%	6%	17	2%	?	1%
NC(=O)c1ccsc1NC(=O)COC(=O)c1ccc(Cl)c(N)c1	1%	1%	-4%	-10%	6%	-2	0%	i	65%
COC(=O)[C@@H]1C[C@@]2(O)[C@@H](O)[C@@H](O)[C@@H](O)C[C@H]2N1Cc1ccc(C(F)(F)F)cc1	-7%	18%	12%	-30%	15%	0	4%	i	0%
O=C(O)c1ccc(-c2nnn(Cc3ccccc3F)n2)cc1	2%	29%	0%	5%	.	6	2%	i	2%
COc1ccc2c(c1)C(=O)N(c1ccc(C)cc1C)C(=O)C2	29%	-13%	14%	-108%[inhibitor]	?	14	15%	.	-17%
CCC(NS(=O)(=O)c1ccc(C)cc1)C(=O)N1CCN(c2ccccn2)CC1 (centres undefined)	20%	14%	11%	-7%	-8%	6	1%	i	5%
CCOC(=O)c1c(C)nc2sc(C(N)=O)c(N)c2c1-c1ccc(OC)cc1	9%	?	-2%	2%	-5%	-3	-28%	i	21%
CN(C)S(=O)(=O)c1cccc2nsnc12	-7%	1%	-15%	2%	-5%	0	1%	i	-4%
